CFTR F508del cor: F508del CFTR correction, initial screen, CFBE line, single point; CFBE cells, YFP halide quenching; stimulated with forskolin plus potentiator P3; % fluorescence drop versus neutral controls; activity (quench increase), % at 7.58 µM; 350,000 compounds, 0.36% hits; AID 720511, 2013;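 active = mean added fluorescence quench of at least 8% versus neutral control, with both replicates also reaching 8%; inconclusive = only one of the mean or replicate conditions met; inactive = mean below 8% and not both replicates reaching 8%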;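 note: cells transiently co-express mutant CFTR-F508del with the halide-sensitive YFP; corrector assay measuring rescue of mutant channel to the surface after 24 h compound exposure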
INS-1E GSIS act: GLuc luminescence reporter in INS-1E cells, primary screen for activators of glucose-dependent secretion of insulin; INS-1E GLuc reporter insulin secretion, 2-3 h; activation, % at 16.6 µM; 370,000 compounds, 0.61% hits;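 active = lowest replicate activation of at least 40%, so every replicate reaches that level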;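 note: 0% = median of neutral control wells and 100% = median of IBMX positive control wells; some compounds called inactive have numbers as strong as hits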
E-selectin induc: E-selectin induction in HUVECs, primary screen, imaging, HUVEC, immunofluorescence imaging, single point; P16581; normalized: neutral wells 0, TNF-alpha wells 100; activation, % at 7.58 µM; 260,000 compounds, 0.37% hits; AID 686992, 2013;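 active = mean E-selectin-positive cell signal at least 10% of the positive control, reached in at least 60% of replicates, without over 20% cell loss; inconclusive = no rule given, readout overlaps actives, possibly toxicity-flagged; inactive = the rest, including those meeting only one limit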;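 note: in these data hits start at about 27%; measured in HUVEC primary endothelial cells; signal is the percent of cells scored E-selectin positive by PE staining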
Target sequence (P16581 whole entry, looked up): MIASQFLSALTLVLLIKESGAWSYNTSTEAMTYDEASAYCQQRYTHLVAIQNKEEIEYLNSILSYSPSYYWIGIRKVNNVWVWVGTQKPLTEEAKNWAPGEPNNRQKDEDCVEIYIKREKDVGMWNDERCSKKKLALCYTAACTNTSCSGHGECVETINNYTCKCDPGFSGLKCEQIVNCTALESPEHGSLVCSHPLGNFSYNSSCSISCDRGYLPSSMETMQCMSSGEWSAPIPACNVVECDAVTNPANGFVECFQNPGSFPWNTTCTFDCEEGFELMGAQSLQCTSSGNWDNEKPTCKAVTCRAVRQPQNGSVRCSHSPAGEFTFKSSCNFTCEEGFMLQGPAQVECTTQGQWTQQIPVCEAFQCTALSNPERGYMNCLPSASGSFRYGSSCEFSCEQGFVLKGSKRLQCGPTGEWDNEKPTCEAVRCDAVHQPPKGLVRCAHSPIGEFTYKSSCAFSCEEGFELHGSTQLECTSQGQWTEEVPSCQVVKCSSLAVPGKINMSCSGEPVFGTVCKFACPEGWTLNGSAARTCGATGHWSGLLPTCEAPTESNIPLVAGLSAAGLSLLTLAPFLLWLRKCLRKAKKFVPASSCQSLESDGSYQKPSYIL
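material = human umbilical vein endothelial cells (HUVEC), E-selectin induction | quantity = 3,000 cells/well | medium = EGM-2 growth medium on 0.1% gelatin-coated wells | technique = immunofluorescence imaging | read-out basis = % PE-positive cells | control set = TNF-alpha positive control, DMSO neutral control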
XiGFP reactiv: activators of inactive X chromosome reactivation, primary screen, imaging, XiGFP fibroblasts, GFP high-content imaging, set 2. XiGFP mouse fibroblasts, % GFP-positive cells imaging, 3 d; cells co-treated with 5-aza-dC sensitizer; scaled so ellipticine positive control = 100%. activation, % at 7.58 µM. 360,000 compounds, 0.055% hits. AID 743238, 2013;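 active = mean normalized replicate activation at least 10% and every replicate at or above 10%; inconclusive = only one of the two criteria met; inactive = mean below 10% and not all replicates reach 10%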;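 note: 0% = median of on-plate neutral control wells and 100% = ellipticine 6 µM median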
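assay system = SV40-immortalized XiGFP fibroblast cells, line 68-5-11 | buffer or medium = DMEM plus 5-aza-dC sensitizer | doses = single-point pinned compound dosing | times = 3-day compound exposure, then 15 min fixation at room temperature | benchmarks = positive control ellipticine, 6 µM final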
DENV2 CPE rescue: inhibitors of DENV2 cytopathic effect, primary screen, cell-based, plate reader, single concentration; CPE inhibition, % at 9.99 µM; DENV2-infected cells, cytopathic effect rescue; 350,000 compounds, 1.7% hits; in the data active = CPE inhibition above about 20%, passing the limit was not always enough; inconclusive = no clear call, values can overlap the other calls; tested in BHK-21 cells;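 note: 0% = median of neutral control wells and 100% = median of positive control wells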
RAD54 branch: inhibitors of human RAD54 branch migration, primary screen, biochemical, fluorescence, single point. DNA repair and recombination protein RAD54-like (Homo sapiens), Q92698. RAD54 Holliday junction branch migration, FAM/BHQ fluorescence. inhibition, % at 10.4 µM. 360,000 compounds, 0.14% hits. AID 602329, 2012;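 active = mean normalized replicate activity at least 40 and at least half of replicates scoring 40 or more; inconclusive = only one of the two criteria met; inactive = mean below 40 and under half of replicates reaching 40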;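 note: 0% = median of neutral control wells and 100% = median of positive control wells; inhibitors cause a drop in the FAM fluorescence signal; in these data hits start at about 50%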
RAD52 anneal inh: RAD52 DNA annealing inhibitors, primary screen, biochemical, FRET, single point, set 2; AID 651710, 2012; recombinant RAD52 DNA annealing, FRET fluorescence; DNA repair protein RAD52 homolog (Homo sapiens), P43351; inhibition, % at 18.7 µM; 360,000 compounds, 0.46% hits;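 active = every replicate showing at least 50% inhibition; inconclusive = mean inhibition at least 50% but not in every replicate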
CASP6 VEID inh: human caspase-6 inhibitors, primary screen, biochemical, VEID-R110 fluorescence, single point, set 2. P55212. purified caspase-6, Z-VEID-R110 cleavage fluorescence. inhibition, % at 12.5 µM. 350,000 compounds, 0.53% hits;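 active = mean inhibition across replicates at least about 35%, with every replicate also reaching that limit, limit read from the data; inconclusive = only one of the two criteria met; inactive = neither criterion met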;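 note: 0% = median of neutral control wells and 100% = no fluorescence left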
Target sequence (P55212 24-179 limits assumed): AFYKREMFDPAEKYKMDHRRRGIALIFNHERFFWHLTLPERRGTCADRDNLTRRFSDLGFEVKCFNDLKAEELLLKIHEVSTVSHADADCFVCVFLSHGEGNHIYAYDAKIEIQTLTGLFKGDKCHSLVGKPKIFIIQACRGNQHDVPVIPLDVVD
Target sequence (P55212 194-293 limits assumed): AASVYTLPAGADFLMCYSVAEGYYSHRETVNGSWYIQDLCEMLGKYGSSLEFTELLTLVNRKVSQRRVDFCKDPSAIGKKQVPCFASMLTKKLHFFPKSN
An asterisk follows results filed as active; ? = inconclusive; nt = not tested or not shown; & = joins results of further samples.

SMILES	CFTR F508del cor	INS-1E GSIS act	E-selectin induc	XiGFP reactiv	DENV2 CPE rescue	RAD54 branch	RAD52 anneal inh	CASP6 VEID inh
COc1ccc(S(=O)(=O)N(C)c2ccc(C(=O)Nc3cccnc3)cc2)cc1	1.2	6	11	0.3	-14	-1	-7	-3
CCn1c(=O)c(C(=O)Nc2ncccc2C)c(O)c2ccccc21	2.6	2	0.0	0.1	nt	nt	-6	-2
C/C=C/c1ccc2c(c1)O[C@H](CN(C)C(=O)NC1CCCC1)[C@H](C)CN([C@@H](C)CO)S2(=O)=O	nt	-1	2.0	0.6	12	-4	8	-1
CC(C)C[C@H](NC(=O)CC1CCCC1)C(=O)N1CCC[C@H]1C(=O)NCc1ccccc1	1.8	nt	0.3	0.2	0	nt	5	-2
O=C(O)c1ccccc1C(=O)Nc1cc(C(F)(F)F)ccc1N1CCCC1	-1.1	-1	0.6	0.0	-2	8	7	3
COc1ccc(NC(=O)Nc2ccc3c(c2)C(=O)N([C@@H](C)CO)C[C@@H](C)[C@H](CN(C)Cc2ccccc2)OCCCC[C@@H](C)O3)cc1	0.2	-21	-0.1	-0.2	11	2	40	0
Cc1cc(C(=O)NNS(=O)(=O)c2ccc(F)cc2)nn1C(C)(C)C	-2.0	-5	nt	0.0	-3	-12	-21	0
CCOc1cccc2cc(C(N)=O)c(=N)oc12	2.5	-2	-0.4	0.0	14	18	-14	2
CC(C)(C)OC(=O)[C@H](Cc1ccccc1)NC(=O)c1nc[nH]c1C(=O)NCCCCCN	1.8	2	0.0	0.0	nt	4	8	10
CCN(C(=O)CSc1nc2ccccc2c(=O)n1-c1cccc(C)c1)C1CCS(=O)(=O)C1 (configuration not stated)	2.1	19	nt	0.0	2	nt	-21	nt
COCCCNC(=S)N1CCN(c2nc3ccccc3s2)CC1	-1.5	-25	-0.1	-0.1	-1	nt	-7	2
C=CC[N+]1(CC#Cc2ccccc2)CCCC1	-0.8	-10	nt	0.0	-1	nt	2	-19
Cc1ccc(S(=O)(=O)NCC(C)NC(=O)CN2CCOCC2)cc1 (configuration not stated)	-0.4	-14	nt	0.2	-2	-6	-8	-2
COc1ccccc1NC(=O)N1CC[C@@H]2[C@H]1c1cc(C#Cc3ccc(F)cc3)ccc1N(C)[C@@H]2CO	0.9	13	-0.3	0.1	3	6	70*	-2
CC(=O)Nc1cccc(NC(=O)C(C)N2c3cccc4cccc(c34)S2(=O)=O)c1 (configuration not stated)	-5.4	-1	-0.2	0.0	4	6	-7	4
Cc1ccc(S(=O)(=O)NC(=O)C2(C)CCN2C(=O)CC2CCCC2)nc1 (configuration not stated)	0.8	-8	-0.2	0.0	-3	5	-11	0
CC(=O)c1ccc(NC(=O)CSc2nnc(-c3ccncc3)n2C2CC2)cc1	3.5	1	-0.3	0.1	-1	-9	-26	-6
Cc1cc(C)nc(NC(=O)Cc2ccc(Cl)cc2)c1	2.3	-12	nt	0.0	-4	-7	-4	4
C[C@@H]1CN([C@@H](C)CO)C(=O)c2cc(NS(=O)(=O)c3ccccc3)ccc2O[C@H]1CN(C)Cc1ccccc1	0.2	7	1.1	0.5	2	6	8	-1
Cc1nc2scc(-c3ccccc3)c2c(=O)n1N=C1C=CC(=O)C=C1	-9.0	8	nt	0.3	?	nt	-3	5
O=C(C1=C[C@@H](C2CCCCC2)C[C@@H](OCc2ccc(CO)cc2)O1)N1CCN(Cc2ccccc2)CC1	2.4&2.7	nt	-0.2	-0.2	-4&0	-9&-17	-16&-23	0&-2
CC(C)NC(=O)NCC[C@@H]1CC[C@H](NS(=O)(=O)c2ccc(Oc3ccccc3)cc2)[C@@H](CO)O1	0.9	10	0.2	0.3	?	-2	-4	4
Cc1ccc(NC(=O)c2ccccc2-c2cc(C)no2)cc1	nt	-4	nt	0.6	2	-1	-9	-2
C=CCOC(=O)C1=C(C)OC(N)=C(C#N)C1c1ccco1 (configuration not stated)	-2.5	18	4.8	0.2	15	nt	-7	0
O=C(NNC(=O)c1csc(-c2cccnc2)n1)Nc1ccc(Cl)cc1	-0.6	-15	-0.1	-0.1	7	nt	-20	0
CC(C)N1CCC(N2CCN(Cc3cccc4nonc34)CC2CCO)CC1 (configuration not stated)	-0.3	-5	nt	0.0	3	nt	0	-14
O=C(c1ncn(Cc2ccccc2)c1C(=O)N1CCc2ccccc2C1)N1CCc2ccccc2C1	-1.5	-15	0.5	0.1	-13	-6	-20	nt
C[C@@H]1CCCCO[C@H](CN(C)C)[C@H](C)CN([C@H](C)CO)C(=O)c2cc(NC(=O)c3ccccc3)ccc2O1	-0.9	23	0.0	-0.2	?	5	-5	0
CCOc1cccc2sc(NN)nc12	-0.1	-1	17	0.1	0	nt	-20	-2
COc1ccccc1C(=O)NNC(=O)CCN1C(=O)/C(=C\c2ccccc2)SC1=S	-3.8	15	0.8	0.4	8	nt	-16	1
O=C(NC1CCN(Cc2ccccc2)CC1)c1cc(Br)c(Br)[nH]1	3.4	-34	nt	0.1	2	nt	-21	0
C[C@@H]1CN([C@@H](C)CO)C(=O)c2cc(NS(=O)(=O)c3cn(C)cn3)ccc2O[C@@H](C)CCCCO[C@@H]1CN(C)C(=O)Nc1ccc(F)cc1	-1.2	3	-0.1	0.4	1	8	10	1
Cc1ccccc1Nc1nc(N)nc(CSc2nnc3ccccn23)n1	-0.4	-3	nt	-0.2	4	-2	-8	-2
CCCn1c(SCC(=O)NCC)nc2sc3c(c2c1=O)CCC3	-0.7	0	0.1	-0.1	3	1	-5	6
O=C(CSc1nnc(-c2cccnc2)s1)Nc1ccccc1	-0.3	3	nt	nt	2	0	-12	2
CCCC#Cc1ccc([C@H]2[C@@H](C#N)N(C(=O)C3CC3)[C@H]2CO)cc1	2.4	14	-0.5	-0.1	-13	8	-59	0
COc1ccc(CNc2ccc([N+](=O)[O-])cn2)cc1	2.5	10	1.0	0.1	-4	-58	-9	1
O=C(C[C@H]1C[C@@H]2c3cc(NC(=O)Nc4ccccc4F)ccc3O[C@@H]2[C@H](CO)O1)NCc1ccccn1	3.1&0.4	-5&-9	-0.2&1.3	-0.1&0.2	-9&3	-5&0	-4&-12	2&0
CCOC(=O)CN1C(=N)N(c2nc(NC(C)C)nc(OC)n2)CC1=O	1.3	0	3.1	0.2	1	0	-10	2
Cc1nc2ccc(N)cc2s1	-1.3	-4	nt	-0.2	?	12	-4	-2
O=C(NC[C@@H]1N[C@@H](CO)[C@H]1c1ccc(C2=CCCC2)cc1)c1ccccc1	0.1	1	-0.1	0.0	-8	10	-85	2
CC(C)C[C@@H]1NC(=O)[C@H]2C[C@@H](C(=O)NCc3ccc(F)cc3)[C@@H](c3cccc(OCCO)c3)N2C1=O	-1.0	nt	nt	nt	19	-8	-14	-2
COc1cc(C(=O)NCCCNC(=O)c2cc(OC)c(OC)c(OC)c2)cc(OC)c1OC	-0.6	21	-0.1	0.7	2	2	-48	0
CCOC(=O)c1c(SCC(=O)Nc2nccs2)nc(C)c(C)c1C	0.6	-10	-0.2	0.0	1	16	-2	-2
CN(C)c1ccc(-c2nnn(CC(=O)Nc3ccc4c(c3)OCCO4)n2)cc1	-1.6	-1	3.3	-0.7	-2	nt	-16	-3
Cc1noc(C)c1NC(=O)N(C)C[C@H]1OCCCC[C@@H](C)Oc2ccc(NC(=O)Nc3ccc4c(c3)OCO4)cc2C(=O)N([C@H](C)CO)C[C@@H]1C	-0.4	9	-0.3	-1.0	-5	1	7	-3
O=C(CSc1nc2ccccc2c(=O)n1CC1CCCO1)Nc1ccc(F)cc1 (configuration not stated)	0.3	-10	0.2	0.2	-6	0	-14	2
O=C(NCC1CCCO1)c1ccc(COc2ccccc2)o1 (configuration not stated)	-1.3	18	0.3	0.4	-5	nt	-16	-2
O=C(c1ccncc1)N1CC[C@H]2[C@H](CO)Nc3ccc(-c4ccc(F)cc4)cc3[C@H]21	1.6	6	-0.1	0.2	-9	-2	-8	1
COc1cc(/C=C2\SC(N3CCC(C)CC3)=NC2=O)ccc1O	-0.7	0	nt	0.0	8	1	-24	2

(continued)
SMILES	CFTR F508del cor	INS-1E GSIS act	E-selectin induc	XiGFP reactiv	DENV2 CPE rescue	RAD54 branch	RAD52 anneal inh	CASP6 VEID inh
O=C(CSc1nccn1Cc1ccco1)Nc1ccccc1	-0.6	2	24	0.2	-1	6	-2	-3
CC(=O)N(C)C[C@@H]1Oc2cc(-c3ccccc3F)ccc2S(=O)(=O)N([C@@H](C)CO)C[C@H]1C	-2.2	-5	0.2	-1.1	-9	0	8	-1
CC(=O)N1CCc2c(sc(NC(=O)Cc3ccccc3)c2C(N)=O)C1	-0.5	2	-1.6	0.0	0	-21	-18	67*
COc1ccc(NC2=NCCCCC2)cc1	2.0	-3	nt	0.1	8	-8	-3	-5
C[C@@H]1CN([C@@H](C)CO)S(=O)(=O)c2ccc(-c3cccc(C#N)c3)cc2O[C@@H]1CN(C)C(=O)c1ccncc1	0.9	2	0.6	-0.6	1	-12	10	0
O=C(/C=C/c1ccco1)N1CCN(C/C=C/c2ccccc2)CC1	nt	nt	nt	-0.1	-2	nt	-19	4
NC(N)=Nc1nc(-c2ccccc2)c2cc(F)ccc2n1	3.8	33	0.9	0.1	6	56*	42	4
COc1ccc(CNC(=O)c2ccc3c(=O)n(CCCN4CCCC4=O)c(=S)[nH]c3c2)cc1	0.3	nt	-3.7	-0.1	-5	nt	2	2
CC(C)NC(=O)Nc1ccc2c(c1)C(=O)N([C@@H](C)CO)C[C@H](C)[C@@H](CN(C)C(=O)Nc1ccc(F)cc1)O2	2.1	3	0.2	-0.2	-2	14	-9	0
CCN(CC)S(=O)(=O)c1cccc(C(=O)NN2Cc3ccccc3C2=N)c1	3.9	-15	nt	0.0	3	nt	-21	-1
COC(=O)C1=CN(c2ccc(Cl)cc2)C=C(C(=O)OC)C1c1ccc([N+](=O)[O-])cc1	-1.3	17	-0.4	0.1	9	11	-97	4
CCN(CC)S(=O)(=O)c1ccc(N2CCOCC2)c(NC(=O)COc2ccc(C#N)cc2)c1	0.3	12	0.2	nt	-5	8	-19	2
Cc1cc(Sc2nc(N(C)C)nc(N(C)C)n2)nc(Cl)n1	-0.2	23	0.0	0.1	?	15	6	6
COc1ccc(CCn2c(=N)c(C(=O)NCC3CCCO3)cc3c(=O)n4ccccc4nc32)cc1 (configuration not stated)	0.2	4	nt	0.0	-3	24	24	0
CC(C)Oc1cccc(C(=O)C2CCCN(C(=O)c3ccoc3)C2)c1 (configuration not stated)	-1.3	14	0.1	-0.2	9	-5	-14	nt

High-throughput results from PubChem BioAssay.
